uPA surface inh – cell surface uPA generation inhibition; cell surface uPA generation assay, qHTS; Potency, µM (doses to about 38.3 µM), without a hit: at the top dose activity change, negative = inhibition, most hits filed as inhibitors; actives 0.31% (n = 330,000); active = well fitted inhibition curve with a large enough effect; inconclusive = small, poorly fitted or top-dose-only effect; inactive = no such curve, though single readings can be large or run the other way; tested in mouse RAW 264.7 cells; note: potency is the fitted concentration of half-maximal effect; % is set by controls: 0 for no effect and ±100 for the full control effect; nearly all actives have a fitted effect of over 55% in size
TSG101-PTAP inh – blocks PTAP/TSG101 interaction to inhibit HIV-1 budding; Fluorescence polarization, FITC-PTAP peptide / Tsg101 binding; Potency, µM (doses to about 115 µM), for the others: at the top dose activity change, negative = inhibition, actives largely listed as inhibitors; Q99816; 340,000 tested, under 10 active; active = well fitted inhibition curve with a large enough effect in the main read-out, with a control signal flat, not every such curve was filed as active; inconclusive = small, poorly fitted or top-dose-only effect, or effect the other way, or a change in a side signal; inactive = no such curve, though single readings can be large or run the other way; note: potency is the fitted concentration of half-maximal effect; % of control where 0% means no effect
Target sequence (Q99816 whole entry, looked up): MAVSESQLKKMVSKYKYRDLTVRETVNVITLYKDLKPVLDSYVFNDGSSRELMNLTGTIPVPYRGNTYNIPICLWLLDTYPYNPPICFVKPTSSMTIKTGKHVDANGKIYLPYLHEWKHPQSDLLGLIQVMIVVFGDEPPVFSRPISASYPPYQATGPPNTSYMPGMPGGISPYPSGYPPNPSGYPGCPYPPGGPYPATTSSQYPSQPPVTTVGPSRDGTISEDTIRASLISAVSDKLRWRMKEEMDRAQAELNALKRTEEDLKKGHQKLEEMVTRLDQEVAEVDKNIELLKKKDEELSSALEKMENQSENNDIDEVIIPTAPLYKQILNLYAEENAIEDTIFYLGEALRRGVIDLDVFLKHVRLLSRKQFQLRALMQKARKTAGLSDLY
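Compounds were pin-transferred onto Tsg101 binding domain (10 uM final) in HEPES pH 7.5 buffer, then FITC-PTAP peptide was added at 50 nM final. After 20 min at RT, polarization reported peptide displacement across a qHTS concentration series.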
p53 reactivation – mutant p53 re-activation in reporter cells. H1299 p53-A138V BP100-luciferase reporter, luminescence, 24 h. Potency, µM (top dose mostly 92.2 µM), for the others: top-dose activity change, positive = activation, most hits filed as activators. actives 0.063% (n = 320,000); note: potency is the fitted concentration of half-maximal effect; % of control where 0% means no effect; nearly all actives have a fitted effect of over 45% in size
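H1299 (p53-null), stable ts p53-A138V + BP100-Luc; 1000 cells/well, Opti-MEM/10% FBS; cpd 4 pt, 1:5; 24 h, 37 deg C, 5% CO2; detection reagent 10 min RT; luminescence.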
BRCA1 expr up – BRCA1 expression activation. actives 1.1% (n = 380,000). Potency, µM (series often up to 46.1 µM), inactives show top-dose activation, hits mostly activators. MCF7-BRCA1-FFLuc reporter, luminescence, 48 h; response scale: scaled: vehicle 0%, 10 µM genistein 100%. AID 624202; note: potency is the fitted concentration of half-maximal effect; nearly all actives have a fitted effect of over 80% in size; some results filed as inactive show a strong effect at the top dose
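MCF7-BRCA1-FFLuc, 2000 cells/well; 2 h attach, 37 °C/5% CO2; compound 48 h; luciferase substrate 15 min; luminescence end-point. Norm. to genistein 10 microM max activation and DMSO; concentration-response curves fitted.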
Eya2 inh – inhibitors of human Eya2 phosphatase activity; O00167; recombinant Eya2, OMFP fluorescence dephosphorylation (OMFP is methylfluorescein phosphate); Potency, µM (top dose mostly 76.9 µM), without a hit: at the top dose activity, negative = inhibition, usual class: inhibitors; actives 0.006% (n = 330,000); AID 488837; note: potency is the fitted concentration of half-maximal effect; % is set by controls: 0 for no effect and ±100 for the full control effect
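Eya2 protein (added as 0.2 uM solution) was preincubated with compound for 10 min at ambient temperature in 50 mM HEPES pH 7.5, 50 mM NaCl, 5 uM MgCl2, 0.05% BSA, 1 mM DTT. OMFP (added at 50 uM) then reacted 10 min; fluorescence read at 485/525 nm.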
TRPV1 ag – human TRPV1 agonism | TRPV1-expressing cells, Fluo-8 calcium influx, agonist mode | Q8NER1 | activation, % at 8.33 µM | actives 0.19% (n = 320,000) | AID 540275; in the data active = activation above about 80%; inconclusive = between about 30% and that limit; note: 0% is about no effect
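Cells expressing TRPV1 were dye-loaded with Fluo-8 and read kinetically: 10 s baseline, 3 min after compound (agonist portion), then 2 min after EC20 capsaicin (allosteric enhancer portion). Calcium-bound dye fluorescence at 480/520 nm.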
ELG1 genotox – induces genotoxicity in HEK293T cells with luciferase-tagged ELG1; HEK293T ELG1-luciferase reporter, luminescence, 16 h; Potency, µM (highest dose often 46 µM), for the others: top-dose activity change, positive = activation, actives largely listed as activators; actives 1.3% (n = 330,000); AID 504466; note: potency is the fitted concentration of half-maximal effect; % of control where 0% means no effect; nearly all actives have a fitted effect of over 60% in size
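Reporter readout depends on ELG1 protein level, which increases with genetic stress. After 16 hr compound exposure at 37 °C, luciferase activity was quantified using ONE-Glo.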
a7 integrin act – integrin-mediated muscular dystrophy alleviation activation; alpha7betagal myoblasts, beta-gal FDG fluorescence, 48 h; Potency, µM (doses to about 38.3 µM), for inactives: top-dose activation, hits mostly activators; actives 0.064% (n = 350,000); AID 624291;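 note: potency is the fitted concentration of half-maximal effect; 100% = response of the positive control SU9516; nearly all actives have a fitted effect of over 60% in size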
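Alpha7betagal+/- myoblasts (passage 13) were plated 16-24 hr, then exposed to compounds (1:260 dilution of DMSO stock) for 48 hours at 37C. After MPER lysis, β-galactosidase reporter activity was read as FDG fluorescence (ex 480/em 540) after 30 minutes.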
USP2a block – USP2a (human) protease inhibition; O75604; USP2 core, Ub-CHOP2 coupled fluorogenic reporter, 485/531; Potency, µM (series often up to 38.3 µM), for the others: top-dose activity change, negative = inhibition, most hits filed as inhibitors; actives 0.01% (n = 330,000);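 note: potency is the fitted concentration of half-maximal effect; plate controls were DMSO wells for no effect and full inhibition by NEM control for full effect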
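USP2 core (10nM final) preincubated 30min RT with compound in 20mM Tris-HCl pH 8.0, 2mM CaCl2, 2mM beta-mercaptoethanol, 0.05% CHAPS; 25nM Ub-CHOP2 plus 25nM reporter substrate added, fluorescence (Ex485/Em531) read after 60min.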
B2AR arrestin – recruits beta-arrestin to the human beta2-adrenergic receptor; beta-arrestin recruitment to beta2AR, cell-based reporter; Potency, µM (series often up to 46.1 µM), for the others: at the highest dose activation, actives largely listed as activators; actives 0.02% (n = 330,000); AID 492947;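 note: potency is the fitted concentration of half-maximal effect; 0% = DMSO controls and full agonism = EC100 isoproterenol or metaproterenol; nearly all actives have a fitted effect of over 65% in size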
ASM inhibitor – blocks human secretory acid sphingomyelinase | P17405 | placental ASM, HMU-PC fluorogenic substrate, 60 min | Potency, µM (titrated, usually from 57.5 µM), for inactives: top-dose activity change, negative = inhibition, hits mostly inhibitors | actives 0.006% (n = 340,000); note: potency is the fitted concentration of half-maximal effect
Target sequence (P17405 47-631 limits assumed): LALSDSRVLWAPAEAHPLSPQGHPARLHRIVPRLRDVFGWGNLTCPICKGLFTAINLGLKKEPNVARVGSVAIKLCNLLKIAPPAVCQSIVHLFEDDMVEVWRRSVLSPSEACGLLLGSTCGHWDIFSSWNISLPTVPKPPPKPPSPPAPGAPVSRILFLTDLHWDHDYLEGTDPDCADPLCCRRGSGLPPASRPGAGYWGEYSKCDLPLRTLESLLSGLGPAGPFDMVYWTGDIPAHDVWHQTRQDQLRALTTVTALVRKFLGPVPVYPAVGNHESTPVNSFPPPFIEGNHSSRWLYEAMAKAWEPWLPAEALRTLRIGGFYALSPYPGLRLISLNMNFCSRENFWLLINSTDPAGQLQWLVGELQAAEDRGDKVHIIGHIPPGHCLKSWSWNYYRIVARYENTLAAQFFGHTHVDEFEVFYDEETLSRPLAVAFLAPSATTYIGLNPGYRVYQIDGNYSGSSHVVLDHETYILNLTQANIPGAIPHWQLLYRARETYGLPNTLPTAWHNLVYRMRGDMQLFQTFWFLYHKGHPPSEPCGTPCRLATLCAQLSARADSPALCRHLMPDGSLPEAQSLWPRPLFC
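HMU-PC0 cleavage (9 uM final) by human placental ASM, 60 min at 37 °C following 10 min compound exposure at RT; stopped at pH 10, fluorescence Ex 386/Em 447 nm.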
Active calls of the source: *; ? = inconclusive; . = no result given; [ ] = another dose, or the depositor's remark. Unless noted, calls come from the whole dose curve; as a rule, active = well fitted curve in the direction sought with a large enough effect; inconclusive = small, poorly fitted or top-dose-only effect, or another doubt; inactive = no such curve, though single readings can be large; an effect the other way counts as inactive or inconclusive. An unsorted share of the library, and some 2.6% of all compounds hit somewhere here.

SMILES | uPA surface inh | TSG101-PTAP inh | p53 reactivation | BRCA1 expr up | Eya2 inh | TRPV1 ag | ELG1 genotox | a7 integrin act | USP2a block | B2AR arrestin | ASM inhibitor
CCOC(=O)C1(Cc2ccccc2)CCCN(S(=O)(=O)N(C)C)C1 (stereo unspecified) | 14% | -1% | . | 0% | 11% | 13 | -3% | ? | 0% | -0.3% | 5%
Nc1ccc(-c2nc3ccccc3[nH]2)cc1 | ? | 0% | . | 69% | -1% | 1 | 2.9µM* | -14% | 4% | 0.3% | 2%
CCOC(=O)CN1C(=N)N(c2nc(NC(C)C)nc(OC)n2)CC1=O | 1% | -8% | 3% | 21% | 10% | -2 | -1% | -25% | 1% | -0.2% | -1%
O=C1CC(c2cccc(O)c2)Oc2ccccc21 (stereo unspecified) | -2% | -4% | ? | 64% | -10% | 2 | 4% | -42% | 1% | 0.3% | 1%
COc1ccc(CNC(=O)/C=C/c2ccc(S(=O)(=O)NCc3ccco3)cc2)cc1OC | -5% | -1% | -6% | -18% | 2% | 15 | -1% | 2% | 2% | -0.6% | 1%
COc1ccc(S(=O)(=O)N2CCCC(C(=O)NCc3ccncc3)C2)cc1Cl (stereo unspecified) | 0% | 0% | -10% | -9% | 7% | -5 | -8% | 2% | 0% | 0.3% | 5%
COc1ccc(S(=O)(=O)N2CCOCC2)cc1NC(=O)c1cccs1 | ? | -4% | -5% | 13% | -11% | -5 | 6% | 33% | -3% | -0.3% | 1%
Cn1ncc(Oc2ccc([N+](=O)[O-])cc2)c(Cl)c1=O | -2% | -2% | 6% | -2% | -26% | 3 | 5% | -10% | 1% | -0.3% | 0%
O=C1c2ccccc2C(=O)N1c1ccc(S(=O)(=O)N2CCCCC2)cc1 | 8% | -2% | . | 2% | -4% | 8 | 2% | ? | -2% | -0.7% | -6%
Cc1[nH]c(C(=O)N/N=C/c2ccc(C(=O)O)cc2)c(C)c1C(=O)N/N=C/c1ccc(C(=O)O)cc1 | 0% | -2% | -2% | 10% | -8% | 1 | 0% | 15% | 4% | -0.7% | 5%
O=c1c2c(-c3ccc(Cl)cc3)csc2nc2n1CCC2 | -1% | -1% | -3% | -15% | -9% | 1 | 0% | 6% | 1% | -0.5% | -5%
O=C(CC12CC3CC(CC(C3)C1)C2)NCC(=O)OCc1cc(=O)oc2ccc3ccccc3c12 | -12% | 10% | -8% | 17% | -22% | -5 | 2% | ? | 9% | 0.5% | 200%[activator]
CS(=O)(=O)N(CC(=O)NCC1CCCO1)c1cccc(Cl)c1 (stereo unspecified) | -1% | -1% | 3% | 51% | 1% | 3 | 4% | 10% | 2% | -1.7% | 6%
COc1cc(NC(=O)c2cc(C(C)C)on2)cc(OC)c1OC | -6% | -4% | -6% | -12% | 2% | . | 10% | -23% | 4% | 3.4% | 2%
COc1cc(/C=N/NC(=O)CN(CCc2ccccc2)S(=O)(=O)c2ccc(NC(C)=O)cc2)cc(OC)c1OC | 0% | -1% | -7% | -41% | 3% | 0 | -3% | 0% | -2% | -0.5% | -21%

4 entries from above, arranged by the value under BRCA1 expr up, highest first:
structure	uPA surface inh	TSG101-PTAP inh	p53 reactivation	BRCA1 expr up	Eya2 inh	TRPV1 ag	a7 integrin act	USP2a block	B2AR arrestin	ASM inhibitor
O=C(CC12CC3CC(CC(C3)C1)C2)NCC(=O)OCc1cc(=O)oc2ccc3ccccc3c12	-12%	10%	-8%	17%	-22%	-5	?	9%	0.5%	200%[activator]
COc1ccc(S(=O)(=O)N2CCOCC2)cc1NC(=O)c1cccs1	?	-4%	-5%	13%	-11%	-5	33%	-3%	-0.3%	1%
O=C1c2ccccc2C(=O)N1c1ccc(S(=O)(=O)N2CCCCC2)cc1	8%	-2%	.	2%	-4%	8	?	-2%	-0.7%	-6%
COc1cc(/C=N/NC(=O)CN(CCc2ccccc2)S(=O)(=O)c2ccc(NC(C)=O)cc2)cc(OC)c1OC	0%	-1%	-7%	-41%	3%	0	0%	-2%	-0.5%	-21%

Taken from above:
TSG101-PTAP inh with `O=C1CC(c2cccc(O)c2)Oc2ccccc21` (stereo unspecified) = -4%
Eya2 inh with `COc1ccc(CNC(=O)/C=C/c2ccc(S(=O)(=O)NCc3ccco3)cc2)cc1OC` = 2%

The listing continues.
SMILES | uPA surface inh | TSG101-PTAP inh | p53 reactivation | BRCA1 expr up | Eya2 inh | TRPV1 ag | ELG1 genotox | a7 integrin act | USP2a block | B2AR arrestin | ASM inhibitor
COc1ccc(C(=O)NC(C)c2ccncc2)cc1S(=O)(=O)N(C)Cc1ccccc1 (stereo unspecified) | -5% | -3% | -11% | 0% | -16% | 8 | 1% | -28% | -1% | 0.2% | 5%
O=C(c1ccc(Cl)s1)N(Cc1nnc(-c2ccccc2Cl)o1)C1CC1 | -1% | 2% | 11% | 31% | 6% | 14 | ? | -1% | 3% | -0.2% | -8%
O=C(c1ccc(-c2ccc(Cl)cc2)o1)N1CCN(c2ccc([N+](=O)[O-])cc2Cl)CC1 | -25% | -7% | 3% | -75% | 2% | -3 | ? | -46%[inhibitor] | 1% | -1.7% | -13%
N#Cc1cccc(C#N)c1Oc1ccc(S(=O)(=O)Nc2ccccc2)cc1 | 5% | -6% | -4% | -27% | -13% | -1 | -2% | 18% | -3% | -0.7% | -2%
O=[N+]([O-])c1cccnc1Oc1ccc(OCc2ccccc2)cc1 | -1% | -6% | 30% | ? | -7% | 2 | ? | 19% | 1% | 0.3% | -2%
Cc1noc(C)c1CSc1nc2ccccc2c(=O)n1-c1ccc(F)cc1F | -17% | 0% | -12% | -73% | 4% | 0 | 18% | -17% | 3% | 0.2% | -4%
O=C(Nc1cccc2ncccc12)c1cc([N+](=O)[O-])ccc1Cl | -2% | 0% | 5% | -6% | 13% | -1 | -9% | 20% | 2% | 0.4% | -1%
Cc1cccc(C)c1NC(=O)Cn1c(=O)n(CCCC(=O)NCc2ccco2)c(=O)c2sccc21 | . | -2% | -27% | -1% | -2% | -2 | -2% | -9% | 1% | -0.7% | -2%
Cc1c(NC(=O)c2cccc(NC(=O)Cc3ccccc3F)c2)c(=O)n(-c2ccccc2)n1C | -4% | -9% | -10% | 13% | -9% | -1 | 1% | 23% | 5% | 0.0% | -1%
CC[C@]12c3[nH]c4cc(CCC(=O)N(C)C)ccc4c3CCN1C(=O)[C@@H](CC(=O)NC/C=C(\C)CCC=C(C)C)C[C@@H]2C(=O)N1CCN(C(=O)C2CC2)CC1 | ? | -4% | -3% | -51% | -10% | . | -2% | -11% | -2% | -1.0% | 0%
Cc1ccccc1C(=O)Nc1ccc(S(=O)(=O)N2CC(C)OC(C)C2)cc1 (stereo unspecified) | 5% | -8% | -2% | -19% | -19% | 0 | -13% | 39% | 4% | -0.9% | 4%
COc1ccccc1CNC(=O)CC12CC3CC(CC(Br)(C3)C1)C2 | -2% | 0% | -3% | 4% | -20% | 0 | -11% | 16% | 1% | -0.8% | -1%
Cc1ccc(S(=O)(=O)N2[C@@H](c3ccccc3)C(C(=O)O)=CC[C@H]2c2cccc(C)c2)cc1 | -11% | 0% | 13% | -2% | -15% | -4 | 0% | -13% | 0% | -0.1% | 3%
CCOc1ncccc1C(=O)Oc1ccc2c(c1)OCO2 | -8% | 0% | 0% | 5% | -7% | 0 | 3% | 4% | -1% | -0.1% | 0%
CC(=O)Nc1ccccc1C | 18% | 0% | -3% | 7% | -23% | -1 | 0% | . | 1% | 0.1% | -1%
O=C1OCCC1Sc1nnnn1-c1ccc(Cl)cc1 (stereo unspecified) | -2% | -1% | -1% | -28% | 0% | 16 | 0% | -14% | 1% | -0.7% | 1%
CC1CCCCN1C(=O)COC(=O)C1CCN(S(=O)(=O)c2ccc3c(c2)OCCO3)CC1 (stereo unspecified) | -2% | -3% | 6% | 10% | 16% | -5 | -1% | 3% | 2% | 0.0% | 6%
O=C(NN1C(=O)/C(=C/c2ccc(O)c(O)c2)SC1=S)c1ccccc1 | -12% | 3% | -31%[inhibitor] | -31% | ? | 3 | -6% | -18% | 3% | 0.1% | -29%
CCN(CC)C(=O)c1sc(NC(=O)c2ccco2)c(C#N)c1C | -6% | -7% | 4% | -8% | 3% | 0 | -1% | 4% | 2% | -0.2% | -4%
COc1ccc(CNC(=O)C2CCN(S(=O)(=O)c3ccc4c(c3)C(C)(C)C(=O)N4C)CC2)cc1 | -1% | -1% | . | -3% | -15% | 2 | 2% | -16% | 3% | -0.7% | -1%
Cn1c(=O)[nH]c(=O)c2[nH]c(N(Cc3ccccc3)Cc3ccccc3)nc21 | -17% | -12% | -12% | -41% | -2% | -3 | 1% | -54%[inhibitor] | -2% | -0.4% | -16%

Compound activity as filed in PubChem BioAssay.
